S1P2 agonist – activates the human S1P2 receptor; O95136; S1P2-expressing cell line, agonist reporter read-out; activation, % at 4.5 µM; actives 0.46% (n = 97,000); in the data active = activation above about 16%;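 note: 0% = vehicle low control and 100% = maximal reference agonist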
Target sequence (O95136 whole entry, looked up): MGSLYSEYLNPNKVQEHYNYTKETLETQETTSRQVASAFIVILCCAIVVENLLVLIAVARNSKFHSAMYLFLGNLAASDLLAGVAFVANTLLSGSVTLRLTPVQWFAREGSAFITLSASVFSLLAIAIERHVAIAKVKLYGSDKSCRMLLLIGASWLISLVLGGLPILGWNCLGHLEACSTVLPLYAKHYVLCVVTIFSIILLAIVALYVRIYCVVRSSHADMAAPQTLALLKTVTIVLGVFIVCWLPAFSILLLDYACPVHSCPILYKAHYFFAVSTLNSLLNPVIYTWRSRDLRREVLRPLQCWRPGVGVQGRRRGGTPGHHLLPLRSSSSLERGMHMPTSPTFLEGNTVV
S1P2 antag – S1P2 (human) receptor antagonism; cell-based S1P2 antagonist assay, inhibition at 5 uM; inhibition, % at 5 µM; actives 0.21% (n = 97,000); in the data active = inhibition above about 45%;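 note: CRE beta-lactamase reporter cells expressing human S1P2 stimulated with S1P; 0% = agonist at EC80 alone and 100% = agonist plus reference antagonist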
PostGolgi ctrl – inhibits growth of the yeast control strain | AID 738 | actives 5% (n = 98,000) | efflux-deficient yeast background strain, growth absorbance A615, 16 h | inhibition, % at 10 µM
PostGolgi yeast – growth inhibition of a yeast mutant, post-Golgi transport screen; post-Golgi transport phenotypic cell assay; inhibition, % at 10 µM; actives 0.9% (n = 98,000); AID 739;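 note: yeast cells grown in 1536-well plates; yeast grown about 18 h at 30C before absorbance read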
Mac1 fbg inh – inhibitors of human CD11b/CD18 binding to fibrinogen | K562 CD11b/CD18 adhesion to fibrinogen, ATPlite luminescence; Mn2+ added to activate the integrin | inhibition, % at 10 µM | actives 0.54% (n = 93,000) | AID 1497;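 active = primary inhibition of 50% or more at 10 µM, then 40% or more on retest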; note: some results filed as inactive read as strong as hits
sEH inh – blocks human soluble epoxide hydrolase activity. P34913. inhibition, % at 2 µM. AID 707. actives 0.34% (n = 91,000). recombinant human sEH enzymatic activity assay; in the data active = inhibition above about 80%; note: values of inactives mirror those of a sister screen read the other way; many of its hits are not listed in these tables
Target sequence (P34913 whole entry, looked up): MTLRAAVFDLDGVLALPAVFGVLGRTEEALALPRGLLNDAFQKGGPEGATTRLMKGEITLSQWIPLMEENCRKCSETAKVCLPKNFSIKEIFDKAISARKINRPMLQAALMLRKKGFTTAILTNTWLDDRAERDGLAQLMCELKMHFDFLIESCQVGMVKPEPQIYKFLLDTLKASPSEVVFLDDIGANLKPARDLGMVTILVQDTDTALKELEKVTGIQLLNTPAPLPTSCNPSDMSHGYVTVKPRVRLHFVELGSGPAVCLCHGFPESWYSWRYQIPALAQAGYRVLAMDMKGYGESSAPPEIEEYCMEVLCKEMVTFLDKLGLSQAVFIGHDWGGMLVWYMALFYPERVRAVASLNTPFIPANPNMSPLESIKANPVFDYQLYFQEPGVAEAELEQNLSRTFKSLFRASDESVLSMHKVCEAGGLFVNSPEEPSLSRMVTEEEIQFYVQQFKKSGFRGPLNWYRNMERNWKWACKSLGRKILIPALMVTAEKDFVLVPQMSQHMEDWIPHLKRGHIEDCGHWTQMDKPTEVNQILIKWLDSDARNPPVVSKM
E coli WT exp – growth inhibitors of E. coli BW25113 wild type; OD600 absorbance; growth inhibition, % at 100 µM; AID 710; actives 0.15% (n = 98,000);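 active = growth inhibition above about 50% at one test dose, limit read from the data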;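 note: growth measured after 20 h incubation at 37 °C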
sEH act – activators of human soluble epoxide hydrolase; P34913; purified human sEH enzymatic activity, activator screen; activation, % at 2 µM; actives 0.04% (n = 91,000); AID 717; in the data active = activation above about 37%; note: values of inactives mirror those of a sister screen read the other way
PLAP act – human PLAP activation; P05187; purified PLAP enzyme, luminescent substrate read-out; stronger effect = higher value; activation fold at 20 µM; actives 1.2% (n = 96,000); AID 696; in the data active = activation fold above about 2
* hit, by the source's call; . = not tested or not shown. Cut-off read from the data, not from the text of the source, unless noted: active = inhibition above about 30%; inactive = the rest.

1. CCCc1ccc(OCc2ccc(C(=O)O)o2)c(OC)c1
2. COc1ccc(C(=O)Nn2cc3c(c2-c2ccccc2)c(=O)n(C)c(=O)n3C)cc1
3. CN(Cc1nc2ccccc2n1C)C(=O)c1cccs1
4. O=C(COC(=O)c1ccc(Cl)c(S(=O)(=O)N2CCCC2)c1)NC1CCCC1
5. Cc1nn(-c2ccccc2)c2c1C1(C(=O)N3c4c(cccc41)C(C)CC3(C)C)C(C#N)=C(N)O2 (stereo not drawn)
6. COCc1[nH]nc2c1C1(CCC3(CC1)OCCO3)C(C#N)=C(N)O2
7. O=C(NC1(C(F)(F)F)N=C2SCCN2C1=O)C1CCCCC1 (stereo not drawn)
8. CCN1CCN(Cc2ccccc2NC(=O)Nc2ccc(C)cc2)CC1
Screen / compound no.,1,2,3,4,5,6,7,8
S1P2 agonist,-3,-4,-5,-4,0,.,-9,-3
S1P2 antag,-4,-2,-15,0,1,.,12,-15
PostGolgi ctrl,0,-3,1,-5,11,-3,7,35*
PostGolgi yeast,-4,-10,5,13,2,-1,-1,-3
Mac1 fbg inh,-1,-2,-52,-2,9,-6,-11,-2
sEH inh,-10,13,10,13,-15,.,3,10
E coli WT exp,-3,-6,7,7,3,-2,1,7
sEH act,14,-9,-9,-14,17,.,-6,-6
PLAP act,1.1,0.9,1,1.4,1.6,1.3,1.4,1.2

9. CCC1(C)Cc2ccccc2-c2c1c(=O)n(Cc1ccccc1)c1nnnn21 (stereo not drawn)
10. O=S(=O)(c1ccc2nc(Cc3ccccc3)[nH]c2c1)N1CCOCC1
11. CCN(C(=O)c1cc2cccc(OC)c2oc1=O)c1ccccc1
12. O=C(NC1(C(=O)NC2CCCCC2)CCCCC1)c1ccc2c(c1)OCO2
13. CCSc1nc2ccccc2n1Cc1ccccc1F
14. Cc1ccc(NC(=O)CCC(=O)NCCO)cc1
15. COc1ccc(N2CCCCn3c2nc2c3c(=O)n(C)c(=O)n2C)cc1
16. CCOC(=O)/C(C#N)=C1/C=CN(C)C=N1
Screen / compound no.,9,10,11,12,13,14,15,16
S1P2 agonist,-4,-8,-10,-3,-7,-2,0,-6
S1P2 antag,16,15,-4,-5,-19,-8,6,-3
PostGolgi ctrl,15,14,0,.,.,-2,4,13
PostGolgi yeast,-4,-7,-9,.,.,-11,15,-1
Mac1 fbg inh,12,-2,1,.,.,-35,-7,10
sEH inh,-8,12,-15,-8,0,-13,-15,4
E coli WT exp,-17,2,-4,.,.,5,3,-5
sEH act,6,-13,16,11,5,9,15,-4
PLAP act,0.7,2.2*,0.9,.,.,0.7,1.5,1.1

17. Clc1ncnc2scc(-c3ccccc3)c12
18. CCn1c(CC(=O)Nc2ccc(C)cc2)nnc1SCC(=O)NCCc1ccccc1
19. Cc1ccc(S(=O)(=O)N2CCN(C(=O)COC(=O)c3cc(C)oc3C)CC2)cc1
20. O=C(Nc1ccc(N2CCCCC2)cc1)c1ccccc1
21. Cc1ccc2nc3n(c(=O)c2c1)CCC3
22. Cc1ccc(C(=O)Oc2ccccc2N2C(=O)C3CCCCC3C2=O)cc1 (stereo not drawn)
23. COc1ccc(/C=N/NC(=O)c2cc(C34CC5CC(CC(C5)C3)C4)[nH]n2)cc1O
24. Cc1c(=O)n(OCc2ccccc2F)c2ccccc2[n+]1[O-]
Screen / compound no.,17,18,19,20,21,22,23,24
S1P2 agonist,-8,-8,-3,-5,.,-6,-5,-5
S1P2 antag,-11,8,9,5,.,22,-14,-3
PostGolgi ctrl,-11,7,13,0,10,10,17,-3
PostGolgi yeast,7,-8,12,-3,6,4,6,-4
Mac1 fbg inh,-22,.,-18,22,-17,15,-45,-25
sEH inh,2,5,-6,.,.,.,1,-7
E coli WT exp,6,0,-3,1,-2,1,12,-8
sEH act,-4,-2,6,.,.,.,2,5
PLAP act,0.9,1.2,0.9,0.9,0.9,1.1,1.4,0.9

25. COc1ccc(NC(=O)CSc2nc(N3CCCCC3)nc(N3CCCCC3)n2)cc1
26. COc1ccccc1NC(=O)N1CCN(c2cccc(C(F)(F)F)c2)CC1
27. Cc1nc(NC(=O)c2ccccc2)sc1-c1csc(Nc2ccc(Cl)cc2Cl)n1
28. COc1ccc(N(C(=O)Cn2nnc3ccccc32)C(C(=O)NCc2ccco2)c2ccc(C)o2)cc1 (stereo not drawn)
29. O=C(NC1CCCCC1)Sc1ccc(Cl)cc1
30. COC(=O)c1cc(=O)n(Cc2ccco2)c(=Nc2ccc(F)c(Cl)c2)s1
31. COc1ccc(NC(=O)CN2CCN(CC(=O)Nc3ccc4c(c3)OCO4)CC2)cc1
32. CC(C)c1c(O)nc(SCCN(C)C)[nH]c1=O
Screen / compound no.,25,26,27,28,29,30,31,32
S1P2 agonist,-6,-2,-6,-7,-3,-7,.,-8
S1P2 antag,6,-6,1,-6,24,11,.,15
PostGolgi ctrl,-1,17,12,-2,0,18,1,4
PostGolgi yeast,-4,22,-2,2,2,8,19,1
Mac1 fbg inh,.,-2,.,-14,8,4,-3,-2
sEH inh,0,5,30,-1,71,-13,.,-3
E coli WT exp,-6,1,-10,-3,-2,-14,5,-6
sEH act,-1,-3,-26,0,-72,10,.,0
PLAP act,0.9,0.8,1.2,1.6,1.1,1.2,1,0.9

Results in sequence from the list:
Entries 25 to 32 in sEH act: -1, -3, -26, 0, -72, 10, ., 0
Entries 25 to 32 in S1P2 agonist: -6, -2, -6, -7, -3, -7, ., -8
Entries 25 to 32 in PostGolgi ctrl: -1, 17, 12, -2, 0, 18, 1, 4

Following part:
33. COc1c(C)cccc1C(=O)Nc1ccc(N2CCOCC2)c(Cl)c1
34. Cc1ccc(S(=O)(=O)N2CCN(C(=O)CSc3nnc(-c4ccco4)o3)CC2)cc1
35. CCOC(=O)c1cccc(NC(=O)CSc2nnc(C3CCCCC3)n2CC)c1
36. Cc1cc(F)c(F)c(C(=O)N2CCOCC2)c1
37. Clc1ccc(SCc2cc(-c3ccccc3)no2)cc1
38. CCOC(=O)Cc1csc(NC(=O)c2cc(OC)cc(OC)c2)n1
39. O=c1sc2ccccc2n1CCCOc1ccccc1
40. Cc1ccccc1NC(=O)CNc1ccccc1N1CCCCC1
Screen / compound no.,33,34,35,36,37,38,39,40
S1P2 agonist,3,-7,-8,-3,-2,-6,-8,-2
S1P2 antag,-2,21,22,-24,-10,-19,-8,-5
PostGolgi ctrl,5,10,15,.,19,.,13,24
PostGolgi yeast,-1,0,-2,.,0,.,-11,1
Mac1 fbg inh,16,-6,12,.,.,.,-5,.
sEH inh,4,6,9,-5,-3,3,2,15
E coli WT exp,0,2,0,.,-7,.,-9,0
sEH act,-2,-7,-8,6,2,2,1,-14
PLAP act,1.5,1.6,1.6,.,0.8,.,0.9,.

41. CCn1c(=O)n(CC)c2cc(S(=O)(=O)Nc3ccccc3C)c(C)cc21
42. Cc1ccc(C(C)C)c(OCCNS(C)(=O)=O)c1
43. COC(=O)c1cc(=O)n(CCc2ccc(OC)c(OC)c2)c(=Nc2ccc(F)c(Cl)c2)s1
44. Cc1nn(C)cc1CNC(=O)c1cc2n(n1)C(C(F)(F)F)CC(c1cccs1)N2 (stereo not drawn)
45. c1ccc(-c2nn3c(C4CCCCC4)nnc3s2)cc1
46. CC(C)COC(=O)c1ccc(NC(=O)C2C3CCC(C3)C2C(=O)O)cc1 (stereo not drawn)
47. O=C(ONC1=NCCCCC1)c1ccc(Cl)cc1
48. CC(=O)N(C)c1ccc(NC(=S)Nc2ccccc2)cc1
Screen / compound no.,41,42,43,44,45,46,47,48
S1P2 agonist,-2,0,-10,1,1,-7,-7,-6
S1P2 antag,-7,2,7,13,-22,4,14,10
PostGolgi ctrl,28,9,15,8,17,6,5,13
PostGolgi yeast,-8,-8,0,0,14,5,-9,-13
Mac1 fbg inh,18,-8,1,9,1,19,12,-22
sEH inh,0,-6,17,-4,-5,10,12,7
E coli WT exp,6,3,-7,-3,-5,2,19,-1
sEH act,2,2,-16,4,5,-9,-14,-4
PLAP act,0.9,1,1.4,1.6,0.9,1,0.6,1.1

Complete entries from above. Order of screens: S1P2 agonist, S1P2 antag, PostGolgi ctrl, PostGolgi yeast, Mac1 fbg inh, sEH inh, E coli WT exp, sEH act, PLAP act
Profile of `O=C(ONC1=NCCCCC1)c1ccc(Cl)cc1` → -7, 14, 5, -9, 12, 12, 19, -14, 0.6
Profile of `CCn1c(=O)n(CC)c2cc(S(=O)(=O)Nc3ccccc3C)c(C)cc21` → -2, -7, 28, -8, 18, 0, 6, 2, 0.9
Profile of `CC(C)COC(=O)c1ccc(NC(=O)C2C3CCC(C3)C2C(=O)O)cc1` (stereo not drawn) → -7, 4, 6, 5, 19, 10, 2, -9, 1
Profile of `Cc1ccc(C(C)C)c(OCCNS(C)(=O)=O)c1` → 0, 2, 9, -8, -8, -6, 3, 2, 1
Profile of `COC(=O)c1cc(=O)n(CCc2ccc(OC)c(OC)c2)c(=Nc2ccc(F)c(Cl)c2)s1` → -10, 7, 15, 0, 1, 17, -7, -16, 1.4

Next section
49. Cc1c(NC(=O)c2ccc(Br)o2)c(=O)n(-c2ccccc2)n1C
50. Cc1ccc(C(=O)Oc2ccc3c(c2)ncn3C)cc1
51. COc1ccccc1N1CCN(C/C=C/c2ccc(N(C)C)cc2)CC1
52. COc1ccc(Cl)cc1NC(=O)c1ccccc1C
53. c1ccc(-n2c(Cc3cn4ccsc4n3)nnc2N2CCOCC2)cc1
54. CC(C)CNc1cc(N2CCCC2)ccc1[N+](=O)[O-]
55. NC(=O)C1(N2CCCCC2)CCN(c2nc(-c3ccc(Br)cc3)cs2)CC1
56. COc1ccccc1NC(=O)CS(=O)(=O)c1cccc2nsnc12
Screen / compound no.,49,50,51,52,53,54,55,56
S1P2 agonist,-2,-2,.,-3,-4,-1,0,-10
S1P2 antag,5,-16,.,2,8,-2,-3,19
PostGolgi ctrl,-2,2,6,.,-2,22,60*,7
PostGolgi yeast,-2,8,6,.,8,-1,6,-4
Mac1 fbg inh,1,9,-12,.,-3,.,5,3
sEH inh,5,-11,.,-8,-11,-22,2,6
E coli WT exp,0,14,9,.,4,-4,0,1
sEH act,-6,9,.,12,11,24,-2,-3
PLAP act,0.8,1.3,1.6,.,1,0.9,0.8,0.8

57. CCOC(=O)c1nc(Nc2ccc(C(=O)O)cc2)c2ccccc2n1
58. Cc1cc(C)n(Cc2nc3ccccc3n2C)n1
59. CC(=C1C2C=CC1C1C(=O)NC(=O)C21)c1ccccc1 (stereo not drawn)
60. O=c1cc(CN2CCN(c3cccc(Cl)c3)CC2)c2cc3c(cc2o1)CCCC3
61. COc1ccccc1NC(=O)N1CCCC1C(=O)NCc1ccccc1F (stereo not drawn)
62. Cc1cc(Nc2ccc3c(c2)OCCO3)n2nc(C)nc2n1
63. O=C(NC1CCN(Cc2ccccc2)CC1)C1CCN(c2nnc(-n3cccc3)s2)CC1
64. CC(C)C(=O)NC(C)C(c1cccs1)N1CCOCC1 (stereo not drawn)
Screen / compound no.,57,58,59,60,61,62,63,64
S1P2 agonist,-4,0,-3,-6,-6,-4,.,-5
S1P2 antag,5,4,-2,2,-6,3,.,6
PostGolgi ctrl,-2,6,24,1,-2,3,12,-3
PostGolgi yeast,2,-1,3,8,17,3,3,0
Mac1 fbg inh,7,-57,-10,-5,-26,-9,8,11
sEH inh,.,-7,-11,0,4,5,.,.
E coli WT exp,9,-3,9,-12,0,1,4,-3
sEH act,.,6,11,2,-2,-4,.,.
PLAP act,1,0.9,1,1.1,1.2,1.5,1.6,1.2

65. COc1cc(C(=O)O/N=C2\C=CC(=O)C(C)=C2)cc(OC)c1OC
66. COc1cccc(CC(NC(C)=O)C(=O)NC2CCN(c3nc(C)cc(C)c3C#N)CC2)c1OC (stereo not drawn)
67. c1ccc(-c2csc3ncnc(NCCN4CCOCC4)c23)cc1
68. CCOC(=O)CSc1nnc(CNC(=O)c2ccco2)n1-c1ccc(F)cc1
69. CC(=O)COc1ccc2c3c(c(=O)oc2c1C)CCCCC3
70. Cn1c(C(=O)NCC2CCCO2)cc2oc3ccccc3c21 (stereo not drawn)
Screen / compound no.,65,66,67,68,69,70
S1P2 agonist,-7,0,-3,-4,2,.
S1P2 antag,29,0,7,7,-22,.
PostGolgi ctrl,23,18,10,7,21,2
PostGolgi yeast,0,-2,9,2,2,5
Mac1 fbg inh,-11,-30,33,0,-6,2
sEH inh,4,-2,3,4,-1,.
E coli WT exp,4,3,-6,7,-5,7
sEH act,-5,5,-1,-7,3,.
PLAP act,0.9,1.6,1.3,1.1,0.8,1.4
